Screening results from PubChem.
ERK AVP inh: qHTS Assay for Inhibitors of the ERK Signaling Pathway using a Homogeneous Screening Assay. HEK293-V1b, vasopressin-stimulated pERK AlphaScreen. Potency, µM (series often up to 57.5 µM), inactives show top-dose activity, negative = inhibition, hits mostly inhibitors. hit rate 0.99% among 72,000. AID 995, 2007; further: potency means the concentration at half of the fitted maximal effect; on the % scale 0 is the no-effect control and ±100 the full control effect; nearly all actives have a fitted effect of over 55% in size
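qHTS, compounds titrated on V1b-expressing HEK293 cells. Preincubation 30 min at 37C, vasopressin 25 nM for 5 min, lysis 10 min, bead incubation 5 hr at room temperature.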
CRE-bla Fsk: Cell signaling CRE-BLA (Fsk stim); Potency, µM (titrated, usually from 38.2 µM), inactives show at the highest dose activity change, negative = inhibition, most hits filed as activators; hit rate 2.5% among 71,000; CHO CRE-bla reporter (cAMP response element driving beta-lactamase), forskolin EC10, beta-lactamase ratio; active means well fitted activation curve with a large enough effect in the signal ratio, with a control signal flat, not every such curve was filed as active; inconclusive means small, poorly fitted or top-dose-only effect, or effect the other way, or a change in a side signal; the % refers to the signal ratio; further: potency means the concentration at half of the fitted maximal effect; % of control where 0% means no effect
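The 460nm/530nm emission ratio after CCF4 loading defined %Activity, from which AC50 values were obtained. CRE-bla CHO cells received compound dilution series together with an EC10 level of NKH 477 for 3 hours at 37 degrees Celsius.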
4-MU autofl: qHTS Assay for Spectroscopic Profiling in 4-MU Spectral Region. compound autofluorescence, 340/450 nm, 4-MU equivalents; active compounds read high. max dye-equivalent concentration, M. hit rate 11% among 59,000; in the data active means max dye-equivalent concentration above about 10 nM; inconclusive means mostly about 1.1 nM to 9.6 nM
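Compounds in 100 mM Tris, pH 8.0, sat 15 min at room temperature before fluorescence was read at 340 nm excitation/450 nm emission; a per-plate six-point 4-MU standard curve converted signals to dye-equivalent concentration at each compound concentration.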
Hsp90 Hop PPI: qHTS Assay for Disrupters of an Hsp90 Co-Chaperone Interaction; AlphaScreen TPR2A-His6 binding biotin-Hsp90 C-terminal peptide; Potency, µM (doses to about 57 µM), without a hit: at the top dose activity change, negative = inhibition; hit rate 0.44% among 71,000; AID 595, 2007; active means well fitted curve in either direction with a large enough effect; inconclusive means small, poorly fitted or top-dose-only effect, or another doubt; further: potency means the concentration at half of the fitted maximal effect; on the % scale 0 is the no-effect control and ±100 the full control effect; many of its hits are not listed in these tables
Fluorescein autfl: qHTS Assay for Spectroscopic Profiling in Fluorescein Spectral Region | Compound autofluorescence, 480/540 nm, fluorescein-equivalent; active compounds read high | max fluorescein-equivalent concentration, M | hit rate 0.91% among 59,000; in the data active means max fluorescein-equivalent concentration above about 10 nM; inconclusive means between about 1.1 nM and that limit
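In this qHTS profile, compound fluorescence was measured with a 480 nm/540 nm filter pair following a 15-min room-temperature incubation in 100 mM Tris (pH 8.0). A six-point fluorescein series on each plate served for normalization.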
UbGFP stabilizer: Ubiquitin-GFP Assay | 67,000 tested, under 10 active | Ubiquitin-GFP reporter cells, proteasome inhibition, GFP fluorescence; response scale: untreated = 0%, 10 µM MG-132 = 100% | Potency, µM (top dose mostly 45.9 µM), without a hit: at the top dose activation (GFP accumulation), most hits filed as activators | AID 526, 2006; active means well fitted activation curve with a large enough effect, not every such curve was filed as active; inconclusive means small, poorly fitted or top-dose-only effect, or another doubt; inactive means no such curve, though single readings can be large or run the other way; further: potency means the concentration at half of the fitted maximal effect
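Proteasome block read as GFP accumulation: ubiquitin(G76V)-GFP U2OS cells exposed to compound (2.9 nM–46 uM) for 4 hr at 37 C. Normalization used untreated cells as 0% and 10 uM MG-132 as 100%; concentration-response curves fitted.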
Texas Red fluor: qHTS Assay for Spectroscopic Profiling in Texas Red Spectral Region; max dye-equivalent concentration, M; AID 587, 2007; Compound fluorescence, Texas Red channel, 547/618 nm; active compounds read high; hit rate 0.06% among 59,000; in the data active means max dye-equivalent concentration above about 10 nM; inconclusive means between about 1.1 nM and that limit
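qHTS profiling of intrinsic compound fluorescence; 100 mM Tris pH 8.0; 15 min RT; ex 547 / em 618 nm; response expressed as Texas Red dye-equivalent concentration from six-point plate standard.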
FLuc inh: qHTS Assay for Inhibitors of Firefly Luciferase. hit rate 2.2% among 72,000. Potency, µM (doses to about 57.1 µM), for inactives: at the highest dose activity change, negative = inhibition, most hits filed as inhibitors. purified firefly luciferase, luminescence, 8 min. AID 411, 2009; further: potency means the concentration at half of the fitted maximal effect; on the % scale 0 is the no-effect control and ±100 the full control effect; nearly all actives have a fitted effect of over 40% in size
Target sequence (P08659 whole entry, looked up): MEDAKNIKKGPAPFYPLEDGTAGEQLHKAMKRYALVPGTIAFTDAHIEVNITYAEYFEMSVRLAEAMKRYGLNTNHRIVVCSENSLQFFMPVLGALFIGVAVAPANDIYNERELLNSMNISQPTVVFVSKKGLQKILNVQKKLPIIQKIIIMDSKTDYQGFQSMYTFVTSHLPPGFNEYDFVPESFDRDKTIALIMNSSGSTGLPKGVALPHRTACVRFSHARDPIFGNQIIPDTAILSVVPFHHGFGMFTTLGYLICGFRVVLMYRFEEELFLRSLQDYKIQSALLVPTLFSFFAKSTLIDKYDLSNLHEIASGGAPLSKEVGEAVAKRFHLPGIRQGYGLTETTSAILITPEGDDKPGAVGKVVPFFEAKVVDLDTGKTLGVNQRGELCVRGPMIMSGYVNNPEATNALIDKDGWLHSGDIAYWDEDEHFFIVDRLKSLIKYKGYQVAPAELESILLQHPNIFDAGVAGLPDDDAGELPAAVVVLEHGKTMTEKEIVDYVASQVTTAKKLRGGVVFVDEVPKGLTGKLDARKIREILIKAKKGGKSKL
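Here, luciferase activity is measured as luminescence following an 8 min room-temperature reaction at 10 uM ATP, pH 7.2. Every library sample is titrated.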
GFP derepression: qHTS Assay for Epigenetic Modulators; mouse C127i GFP locus derepression, cytometry, 30 h; Potency, µM (titrated, usually from 46.1 µM), for the others: at the highest dose GFP derepression (activation); hit rate 0.09% among 68,000; AID 597, 2007; further: % of control where 0% means no effect
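Derepression screen: silenced CMV-GFP reporter in murine C127i cells, 30 h compound incubation at 37 C, washed cells imaged by laser-scanning cytometer to enumerate GFP-expressing objects of 20 to 120 um.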
HBB splicing: qHTS Assay for Modulators of Hemoglobin Beta Chain Splicing; Potency, µM (highest dose often 46.1 µM), for the others: at the highest dose activation, usual class: activators; hit rate 0.06% among 65,000; AID 925, 2007; HBB splicing reporter cell assay, activation; EGFP reporter with mutant IVS2-654 intron; response scale: normalised to 500 nM splice-correcting PNA; further: potency means the concentration at half of the fitted maximal effect; 0% is about no effect
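HeLa cells stably expressing EGFP interrupted by mutant beta-globin intron 2 (IVS2-654), 500/well in 2% FCS. Treated with compound for 2 days at 37C. Splicing correction scored as total well GFP intensity (488 nm excitation, 500-520 nm emission); 500 nM antisense PNA served as control.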
A350 autofl: qHTS Assay for Spectroscopic Profiling in A350 Spectral Region; Compound autofluorescence, 340/450 nm, Alexa 350 dye-equivalents; active compounds read high; max dye-equivalent concentration, M; hit rate 11% among 59,000; AID 590, 2007; in the data active means max dye-equivalent concentration above about 10 nM; inconclusive means mostly about 1.1 nM to 9.6 nM
* marks the source's active call; other numbers are inactive results; i = inactive; ? = inconclusive; / = no result given; [ ] = dose if it differs, or a comment. Unless noted, the call rests on the fitted dose curve; in most records, active means well fitted curve in the direction sought with a large enough effect; inconclusive means small, poorly fitted or top-dose-only effect, or another doubt; inactive means no such curve, though single readings can be large; an effect the other way counts as inactive or inconclusive. An excerpt; count on the stated rates, not on these rows.

SMILES	ERK AVP inh	CRE-bla Fsk	4-MU autofl	Hsp90 Hop PPI	Fluorescein autfl	UbGFP stabilizer	Texas Red fluor	FLuc inh	GFP derepression	HBB splicing	A350 autofl
COc1ccc(Br)cc1C(=O)O	0%	?	i	2%	i	4%	?	2%	6%	-0.9%	i
COc1ccccc1C(=O)Nc1ncc2c(n1)CC(c1ccco1)CC2=O (stereo unspecified)	-24%	18%	i	-7%	i	-3%	?	-13%	2%	1.6%[57.5 µM]	?
COc1cc(SC)ccc1C(=O)Nc1ccon1	?	5%	i	-3%	?	2%	i	25µM*	0%	-0.7%	i
CN(C)c1ccc(C(=O)c2ccccc2C(=O)O)c(O)c1	4%	-4%	i	1%	i	1%	i	-1%	1%	0.1%[57.5 µM]	i
CC(=O)Nc1nc(CC(=O)c2ccccc2)cs1	/	-7%	/	-3%	/	0%	/	1%	/	-0.6%	/
Cc1ccc(S(=O)(=O)N2CCC(C(=O)N[C@@H](C)C(=O)Nc3ccc4c(c3)OCO4)CC2)cc1	-26%	5%	2.1e-08M*	-21%	?	3%	i	0%	9%	-2.3%	2.3e-08M*
Brc1ccc(CSc2ncn[nH]2)cc1	1%	-8%	/	-1%	/	-7%	/	1%	0%	-0.9%[9.22 µM]	/
Cn1nc(-c2ccc(Cl)cc2)c2cc(C(=O)N3CCN(c4ccccc4)CC3)sc21	4%	11%	/	-3%[2.3 µM]	/	1%	/	3%	/	-0.8%	/
Cc1ccc(S(=O)(=O)N2CCN(C(=O)CSc3nnnn3C)C2)cc1	-2%	?	i	-2%	?	7%	i	2%	0%	0.8%[57.5 µM]	i
Cc1cccc(N2CCCn3c2nc2c3c(=O)n(CC(=O)OCc3ccccc3)c(=O)n2C)c1	-25%	11%	i	-1%	i	-4%	i	2%	2%	3.9%[0.369 µM]	i
CCc1ccc(NC(=O)Nc2cccs2)cc1	4%	18%	i	-14%	?	-12%	i	4µM*	1%	-0.4%	i
CCOC(=O)N1CCN(C(=O)c2nc3ccccc3s2)CC1	3%	-9%	i	-3%	i	-2%	i	-6%	-3%	-1.5%	i
Cc1ccc(-c2nnc(N(C)C(=O)C3CCCO3)s2)cn1 (stereo unspecified)	-15%	1%	i	-3%	i	0%	i	1%	0%	/	i
Cn1c(=O)[nH]c(=O)c2c1nc(CN1CCN(c3ccc(F)cc3)CC1)n2CCc1ccccc1	-2%	-3%	i	2%	i	12%	i	-9%	3%	0.5%	i
CCOC(=O)N1CCN(S(=O)(=O)c2ccc(OC)c3ccccc23)CC1	?	1%	i	-1%	?	29%	i	-3%	0%	-0.7%	?
CCOC(=O)Cc1c(C)c2c(O)cc(O)cc2oc1=O	-20%	?	5.1e-06M*	2%	?	-1%	i	-35%	2%	0.3%	7.6e-06M*
COc1ccccc1C(=O)Nc1ccc2c(c1)OCO2	-5%	7%	/	0%	/	15%	/	25µM*	-2%	-1.3%[9.22 µM]	/
CC1(C(=O)CSc2ncn[nH]2)CCC(=O)O1 (stereo unspecified)	/	/	i	/	i	/	i	-1%[25.5 µM]	0%[20.6 µM]	/	i
COC(=O)CSc1nc2ccc(NC(=O)CSc3nnnn3Cc3ccccc3)cc2s1	-15%	5%	/	-5%	/	-3%	/	-5%	?	-7.0%	/
CCOC(=O)c1c(C)[nH]c(C(=O)COC(=O)c2ccc(F)c(S(=O)(=O)N3CCOCC3)c2)c1C	-23%	?	i	-1%	i	1%	i	2%	-1%	0.1%[57.5 µM]	i
CCOC(=O)N1CCC(NC(=O)CCC(=O)N2CCOc3ccc(C)cc32)CC1	18%	9%	i	1%	i	-11%	i	0%	4%	-0.6%	i
Cn1c(=O)cc(OCCCC(=O)NCCN2CCN(c3ccccc3F)CC2)c2ccccc21	-21%	8%	/	-3%	/	6%	/	-6%	-2%	0.2%	/
COc1ccccc1NC(=O)Cc1noc(CN(C)Cc2cccs2)n1	14%	-6%	i	5%	i	-5%	i	-3%	0%	-0.2%	i
CC(=O)Nc1ccc(S(=O)(=O)n2nc(C)cc2C)cc1	13%	14%	i	-1%	i	4%	i	1%	-2%	0.8%[1.84 µM]	i
COc1cccc(C2=NOC(C(=O)NCc3ccccn3)C2)c1 (stereo unspecified)	8%	17%	i	-12%	i	-2%	i	1%	6%	4.3%	i
COc1ccccc1NC(=O)CC(NCc1ccccc1)C(=O)O (stereo unspecified)	7%	0%	i	-7%	i	2%	i	0%	2%	0.2%	i
COCCCNC(=O)CN(Cc1ccc(Cl)cc1)S(C)(=O)=O	-12%	-5%	i	-2%	i	-2%	i	1%	0%	5.1%	i
COc1ccc(OC)c(S(=O)(=O)Nc2cc(OC)c(Cl)cc2OC)c1	-26%	22%	i	-8%	i	-5%	i	3%	2%	0.9%	i
COC(=O)c1cccc(N(C(=O)CNC(=O)c2ccco2)C(C(=O)NC2CCCC2)c2ccco2)c1 (stereo unspecified)	-11%	0%	i	0%	i	-4%	i	-1%	-3%	-0.3%[57.5 µM]	i
Cc1ccc2nc(N3CCN(C(=O)c4cccs4)CC3)c(C#N)cc2c1	38%[activator]	21%	5.2e-08M*	1%	?	-1%	i	0%	0%	0.1%[57.5 µM]	5.3e-08M*

9 compounds out of the list, arranged by SMILES length, lowest first:
SMILES	ERK AVP inh	CRE-bla Fsk	4-MU autofl	Hsp90 Hop PPI	Fluorescein autfl	UbGFP stabilizer	Texas Red fluor	FLuc inh	GFP derepression	HBB splicing	A350 autofl
CCc1ccc(NC(=O)Nc2cccs2)cc1	4%	18%	i	-14%	?	-12%	i	4µM*	1%	-0.4%	i
COc1cc(SC)ccc1C(=O)Nc1ccon1	?	5%	i	-3%	?	2%	i	25µM*	0%	-0.7%	i
COc1ccccc1C(=O)Nc1ccc2c(c1)OCO2	-5%	7%	/	0%	/	15%	/	25µM*	-2%	-1.3%[9.22 µM]	/
CCOC(=O)Cc1c(C)c2c(O)cc(O)cc2oc1=O	-20%	?	5.1e-06M*	2%	?	-1%	i	-35%	2%	0.3%	7.6e-06M*
CC(=O)Nc1ccc(S(=O)(=O)n2nc(C)cc2C)cc1	13%	14%	i	-1%	i	4%	i	1%	-2%	0.8%[1.84 µM]	i
COCCCNC(=O)CN(Cc1ccc(Cl)cc1)S(C)(=O)=O	-12%	-5%	i	-2%	i	-2%	i	1%	0%	5.1%	i
Cc1ccc(S(=O)(=O)N2CCN(C(=O)CSc3nnnn3C)C2)cc1	-2%	?	i	-2%	?	7%	i	2%	0%	0.8%[57.5 µM]	i
COC(=O)c1cccc(N(C(=O)CNC(=O)c2ccco2)C(C(=O)NC2CCCC2)c2ccco2)c1 (stereo unspecified)	-11%	0%	i	0%	i	-4%	i	-1%	-3%	-0.3%[57.5 µM]	i
Cc1ccc(S(=O)(=O)N2CCC(C(=O)N[C@@H](C)C(=O)Nc3ccc4c(c3)OCO4)CC2)cc1	-26%	5%	2.1e-08M*	-21%	?	3%	i	0%	9%	-2.3%	2.3e-08M*

Next structures:
SMILES	ERK AVP inh	CRE-bla Fsk	4-MU autofl	Hsp90 Hop PPI	Fluorescein autfl	UbGFP stabilizer	Texas Red fluor	FLuc inh	GFP derepression	HBB splicing	A350 autofl
COc1cc(NC(=O)COc2ccc(-n3cnnn3)cc2)c(OC)cc1Cl	-7%	14%	/	-1%	/	8%	/	0%	0%	-1.1%[9.22 µM]	/
Cc1ccc(S(=O)(=O)c2c(C)nn(C(C)(C)C)c2OC(=O)c2cccs2)cc1	19%	-12%	i	4%	i	-3%	i	0%	2%	0.3%	i
CCCCOC(=O)CSc1nnc(N)s1	16%	-1%	/	1%	/	?	/	1%	-2%	-0.2%[9.22 µM]	/
COc1cc(C2=NOC(C(=O)NCc3ccco3)C2)cc(OC)c1OC (stereo unspecified)	5%	?	i	-3%	i	2%	i	3%	-2%	-0.7%	i
Cc1nn(-c2ccccc2)c2sc(C(=O)N(CC(=O)NC(C)(C)C)Cc3ccco3)cc12	-19%	18%	i	-10%	i	-3%	?	3%	0%	/	i
COc1ccc(C(OC(=O)c2ccco2)C(=O)NC2CCCCC2)cc1OC (stereo unspecified)	14%	6%	i	-2%	?	-4%	i	0%	-2%	-1.9%	?
O=C(CS(=O)(=O)Cc1ccccc1)N1CCc2ccccc21	-7%	?	i	-5%	i	5%	i	0%	-3%	0.8%	i
Cn1cc(Cl)c(C(=O)NC2CCCC2)n1	/	-3%	/	0%	/	9%	/	-1%	/	0.0%	/
